# Bioassay records as filed in PubChem.
# mIAP block: inhibitors of mouse IAP, primary screen, biochemical, luminescence, uHTS; intestinal alkaline phosphatase [Mus musculus]; purified mouse IAP, CDP-Star luminescence, 30 min; inhibition, % at 10 µM; 330,000 compounds, 0.2% hits;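 active = inhibition of at least 40% at 10 µM in the primary screen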;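 note: plate controls were DMSO with enzyme for no effect and no enzyme wells for full effect; values of inactives mirror those of a sister screen read the other way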
# ATG4B inhibitor: ATG4B protease inhibitors, primary screen, biochemical, fluorescence, uHTS. ATG4B cleavage of LC3-PLA2, NBD-HPC fluorescence, 1 h. inhibition, % at 8.33 µM. 340,000 compounds, 0.51% hits. AID 504462, 2011; in the data active = inhibition above about 40%
# Target sequence (Q9Y4P1 whole entry, looked up): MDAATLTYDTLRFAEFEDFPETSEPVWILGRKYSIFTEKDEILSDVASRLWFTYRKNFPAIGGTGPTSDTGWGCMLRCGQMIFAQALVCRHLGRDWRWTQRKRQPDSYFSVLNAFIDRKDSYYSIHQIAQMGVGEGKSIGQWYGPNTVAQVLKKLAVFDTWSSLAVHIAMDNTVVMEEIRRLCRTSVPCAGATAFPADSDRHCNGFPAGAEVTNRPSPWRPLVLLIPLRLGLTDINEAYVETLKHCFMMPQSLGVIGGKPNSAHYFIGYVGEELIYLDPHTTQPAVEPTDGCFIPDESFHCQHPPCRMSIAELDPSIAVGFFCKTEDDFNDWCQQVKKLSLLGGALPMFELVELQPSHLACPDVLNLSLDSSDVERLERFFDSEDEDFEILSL
# HKDC1 inhibitor: HKDC1 hexokinase inhibitors, primary screen, biochemical, fluorescence, uHTS. 340,000 compounds, 0.16% hits. recombinant HKDC1, G6PDH/diaphorase resazurin coupled fluorescence. AID 493160, 2011. inhibition, % at 20 µM;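 active = inhibition above about 35% when tested at 20 µM, limit read from the data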;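 note: plate controls were DMSO wells with enzyme for no effect and DMSO wells lacking enzyme for full effect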
#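 Test system: Recombinant HKDC1 (HK5) hexokinase enzyme, produced in-house | Input: HKDC1 at 5 µg/mL | Buffer or medium: Tris pH 8.0 buffer with MgCl2, Tween-20, BSA, BME | Schedule: 90 min reaction incubation at room temperature, dark | Technique: Resazurin-to-resorufin fluorescence via G6PDH and diaphorase coupling, 525/613 nm | Controls: DMSO wells with and without enzyme mix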
# A3A deaminase: APOBEC3A ssDNA deaminase inhibitors, primary screen, selectivity assay for APOBEC3G inhibitor project, biochemical, FAM/TAMRA oligo cleavage fluorescence; recombinant A3A, FAM/TAMRA ssDNA deamination fluorescence; inhibition, % at 20 µM; 330,000 compounds, 0.41% hits; AID 493011, 2011;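 active = at least 40% inhibition at 20 µM here, with at most 30% in a related deaminase screen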;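 note: plate controls were A3A with DMSO for no effect and wells lacking A3A enzyme for full effect; some results filed as inactive read as strong as hits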
# Target sequence (P31941 whole entry, looked up): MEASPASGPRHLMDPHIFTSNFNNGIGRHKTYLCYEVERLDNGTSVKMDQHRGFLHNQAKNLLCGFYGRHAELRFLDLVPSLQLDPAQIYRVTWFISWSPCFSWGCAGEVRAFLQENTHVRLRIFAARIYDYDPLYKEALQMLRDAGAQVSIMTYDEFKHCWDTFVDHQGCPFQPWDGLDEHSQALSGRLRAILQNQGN
# hIAP inh: human IAP inhibitors, primary screen, biochemical, luminescence, uHTS; AID 2544, 2010; inhibition, % at 10 µM; purified IAP, CDP-Star luminescence, 30 min; 330,000 compounds, 0.12% hits;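 active = inhibition reaching a set limit with compound at 10 µM in the primary screen, cut at about 35% in these data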;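 note: plate controls were DMSO wells with enzyme for no effect and no-enzyme buffer wells for full effect; values of inactives mirror those of a sister screen read the other way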
# mIAP activ: activators of mouse IAP, primary screen, biochemical, luminescence, uHTS; muIAP, CDP-Star luminescence, 30 min; active compounds read high; 1 = vehicle-only enzyme signal, 0 = enzyme-free wells; 330,000 compounds, 0.24% hits; activation factor at 10 µM; intestinal alkaline phosphatase [Mus musculus];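 active = activation factor of at least 2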; note: the source names both 10 and 20 µM as test concentration; values of inactives mirror those of a sister screen read the other way
#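 Assay system: mouse IAP enzyme / Compound: DMSO-dissolved test compounds / Timing: 30 min, room temperature / Measured by: luminescence from enzymatic CDP-Star hydrolysis / Control set: DMSO-only wells, enzyme-free buffer wells as negative control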
# PfGluPho inh: PfG6PD enzyme inhibitors, primary screen, biochemical, fluorescence intensity, uHTS; AID 504690, 2011; inhibition, % at 20 µM; PfGluPho enzyme, NADPH resazurin-diaphorase fluorescence; glucose-6-phosphate dehydrogenase-6-phosphogluconolactonase (Plasmodium falciparum 3D7); 350,000 compounds, 0.78% hits;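 active = inhibition reaching at least a set limit at 20 µM in the primary screen, cut at about 59% in these data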;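 note: 0% = DMSO wells with substrate and 100% = DMSO wells lacking glucose-6-phosphate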
# hIAP activ: human IAP activators, primary screen, biochemical, luminescence, uHTS; Intestinal-type alkaline phosphatase (Homo sapiens), P09923; purified human IAP, CDP-Star luminescence, 30 min; active compounds read high; 1 = vehicle-only enzyme, 0 = enzyme-free background; activation factor at 10 µM; 330,000 compounds, 0.16% hits;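 active = activation factor of the enzyme at least 2-fold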; note: the source names both 10 and 20 µM as test concentration; values of inactives mirror those of a sister screen read the other way
# * marks the source's active call; other numbers are inactive results.
hIAP inh	SMILES	PfGluPho inh	A3A deaminase	ATG4B inhibitor	hIAP activ	HKDC1 inhibitor	mIAP block	mIAP activ
3	CCCCN(C)CCNC(=O)c1ccc(Cn2c(=S)[nH]c3ccc(Br)cc3c2=O)cc1	-6	8	5	0.97	6	10	0.9
-79	O=C(NNc1ncnc2sccc12)c1ccc(Cl)cc1	0	1	-11	1.8	-4	6	0.94
7	Cc1ccsc1C1NC(=O)c2c(sc3c2CCCC3)N1 (stereo not given)	31	5	35	0.93	14	12	0.88
9	O=C(CN1C(=O)CC(c2ccccc2)=Nc2ccccc21)NCc1ccco1	4	2	-6	0.91	-5	4	0.96
-2	Cc1c(N=C2SC(CC(=O)Nc3ccccc3)C(=O)N2CCN2CCOCC2)c(=O)n(-c2ccccc2)n1C (stereo not given)	-15	-4	-2	1	15	4	0.96
-15	Cn1c(=O)c2c(nc(N/N=C/c3cccs3)n2C)n(C)c1=O	24	-3	5	1.1	-7	-4	1
-7	COC(=O)c1sc2cc(C(F)(F)F)cnc2c1-c1ccccc1	4	-4	0	1.1	7	17	0.83
-7	Cc1ccc(CNC(=O)C2CCCN(S(=O)(=O)c3c(C)n[nH]c3C)C2)cc1 (stereo not given)	-7	6	1	1.1	1	4	0.95
2	Cc1ccc(C(=S)N2CCN(Cc3ccccc3)CC2)s1	56	-1	-8	0.98	5	12	0.88
5	CCOc1ccc(/C=C/C(=O)Oc2ccccc2)cc1	-3	-8	-1	0.95	-9	3	0.97
-5	O=C(NCC1CCCO1)c1sc2ccccc2c1Cl (stereo not given)	-4	3	-5	1	-6	-2	1
15	COc1ccc(NS(=O)(=O)c2csc(C(N)=O)c2)cc1	-8	-3	1	0.85	1	4	0.96
-2	CCOC(=O)N1CCN(C(=O)COC(=O)c2ccccc2NCCO)CC1	0	-3	0	1	-5	-1	1
16	CCCCCc1ccc(CC(=O)Nn2c(C)nc3ccccc3c2=O)cc1	-2	-1	-8	0.84	-4	-10	1.1
-30	NS(=O)(=O)c1ccc(CCNC(=O)c2cc3ccccc3s2)cc1	9	-2	-7	1.3	-2	-10	1.1
8	Nc1nonc1/C(=N/O)N1CCCC1	7	0	-12	0.92	1	-2	1
5	Cc1nc(NC(=S)NC(=O)c2ccccc2)sc1C(=O)N(C)C	-16	2	12	0.95	-10	9	0.91
-20	COc1ccc(/C=N/NC(=O)c2cc(-c3ccccc3)nc3ccccc23)c(C(=O)O)c1OC	-25	-4	-4	1.2	-3	6	0.94
2	COc1cc(-c2nc3sc(C)c(C)c3c(=O)o2)cc(OC)c1OC	-6	-2	3	0.98	0	9	0.91
4	O=C1CCc2cc(S(=O)(=O)NC(Cc3ccccc3)C(=O)NCC3CCCO3)ccc2N1 (stereo not given)	0	-2	-2	0.96	-3	0	1

# Record cards (already shown):
# O=C(CN1C(=O)CC(c2ccccc2)=Nc2ccccc21)NCc1ccco1 as listed: hIAP inh: 9; PfGluPho inh: 4; A3A deaminase: 2; ATG4B inhibitor: -6; hIAP activ: 0.91; HKDC1 inhibitor: -5; mIAP block: 4; mIAP activ: 0.96
# O=C(NCC1CCCO1)c1sc2ccccc2c1Cl (stereo not given) as listed: hIAP inh: -5; PfGluPho inh: -4; A3A deaminase: 3; ATG4B inhibitor: -5; hIAP activ: 1; HKDC1 inhibitor: -6; mIAP block: -2; mIAP activ: 1

# The list continues.
hIAP inh	SMILES	PfGluPho inh	A3A deaminase	ATG4B inhibitor	hIAP activ	HKDC1 inhibitor	mIAP block	mIAP activ
-2	Cc1cc(C)n(CC(O)COCc2ccco2)n1 (stereo not given)	-15	0	1	1	5	4	0.96
-11	C=C(C)C(=O)Nc1ccc(NC(C)C)cc1	14	-1	2	1.1	0	4	0.96
4	CN(Cc1cccs1)C(=O)Cn1cnc2cc([N+](=O)[O-])ccc2c1=O	7	3	-4	0.95	-1	-8	1.1
12	O=C(Nc1ccc(Cl)cc1)N1CCSc2ccccc21	17	-2	-3	0.88	-6	-6	1.1
-1	Cc1ccc([N+](=O)[O-])cc1NC(=O)C[n+]1ccccc1	-12	4	3	1	8	-4	1
-2	CCCOc1ccccc1C1CC(=O)NC(C)=C1C(=O)OCC(C)C (stereo not given)	4	-4	-2	1	0	2	0.98
9	O=C1N=C(N2CCOCC2)CS1	3	-1	1	0.91	-13	3	0.97
-3	C=CCOc1ccc(/C=C/C(=O)OCC(=O)NCCCc2ccccc2)cc1	-3	1	-13	1	2	4	0.96
4	COc1ccc(NC(=O)CSc2nc3ccccc3c(=O)n2-c2ccc3c(c2)OCO3)c(OC)c1	-7	0	-5	0.96	-5	3	0.97
10	COc1ccc(N(CC(=O)Nc2ccc3c(c2)OCCO3)S(=O)(=O)c2cccnc2)cc1	9	-4	-3	0.9	7	9	0.91
0	CCC1CCCCN1Cc1ccc(CNS(=O)(=O)c2ccc3c(c2)oc(=O)n3C)o1 (stereo not given)	-4	0	-8	1	-1	-6	1.1
0	CCOc1ccc(CN(C(=O)c2cc(=O)c3cc(C)cc(C)c3o2)C2CCS(=O)(=O)C2)cc1 (stereo not given)	-1	4	-13	1	0	-5	1.1
7	c1sc2[n+](c1C13CC4CC(CC(C4)C1)C3)CCS2	-17	-4	7	0.93	-6	2	0.98
-18	CC1(C)CC(=O)c2cc(OCC(=O)NCCCN3CCN(c4ccc(F)cc4)CC3)ccc2O1	10	3	-7	1.2	6	-12	1.1
20	O=C(CCCN1C(=O)c2ccccc2C1=O)N1CCc2ccccc2C1	-15	-3	-4	0.81	2	7	0.93
-1	Cc1ccc(SCCC(=O)NCCSCc2ccco2)cc1	12	1	5	1	4	-15	1.1
-12	O=C(NCCCn1ccnc1)C(=O)NCC1OCCN1S(=O)(=O)c1ccc2c(c1)OCCO2 (stereo not given)	8	-4	-8	1.1	-6	-19	1.2
2	COc1ccc(-c2noc(CSc3nnc(CCc4ccccc4)n3-c3ccccc3)n2)cc1OC	8	-1	-17	0.98	4	2	0.98
1	O=C1C=Cc2ccccc2/C1=C/c1[nH]c(=O)[nH]c1O	17	-6	17	0.99	22	0	1
-5	CCCCCC(=O)Nc1cccc(S(=O)(=O)NC2=NCCCCC2)c1	2	17	-5	1	-6	-11	1.1
-22	COc1ccc(N2C(=O)C3C(C2=O)C3(c2ccccc2)c2ccccc2)cc1 (stereo not given)	-8	-5	11	1.2	3	-10	1.1
23	CCOc1ccc(N2C(=O)CC(SCCN)C2=O)cc1 (stereo not given)	-3	-4	-4	0.77	-5	-8	1.1
1	CC(C)CC(NC(=O)c1ccccc1)C(=O)N/N=C/c1ccco1 (stereo not given)	24	23	-2	0.99	0	14	0.86
-4	CCc1nc2ccccc2c(C(=O)OCC(=O)NCCCN2CCCC2=O)c1C	-5	3	-11	1	-3	-4	1
-18	CS(=O)(=O)c1ccc(NC(=O)c2cccc(-n3cnnn3)c2)cc1	3	11	-4	1.2	0	3	0.97
-22	Cc1ccccc1C(=O)NNC(=O)CSc1nc2ccccc2c(=O)[nH]1	-2	1	4	1.2	-4	27	0.73
7	COc1ccc(C(=O)c2c3ccc(OC)cc3[n+]([O-])n2CCCC(N)=O)cc1	-16	0	2	0.93	8	7	0.93
-12	O=C(Cc1ccc2c(c1)OCCO2)N1CCN(S(=O)(=O)c2ccccc2C(F)(F)F)CC1	1	1	-12	1.1	-14	-5	1
-6	Cc1cc(C)cc(N(C(=O)CNC(=O)c2ccco2)C(C(=O)NC2CCCC2)c2ccncc2)c1 (stereo not given)	4	3	-7	1.1	-8	-14	1.1
-5	Cc1ccc2[nH]c3c(NCCN4CCOCC4)ncnc3c2c1	7	1	1	1	-1	-10	1.1
-1	CC(=O)c1ccc2noc(-c3cccc(F)c3)c2c1	-22	-6	0	1	5	4	0.96
-7	COC(=O)c1[nH]c2ccccc2c1NC(=O)CN1CCCCCC1	8	5	-6	1.1	0	4	0.96
-5	COc1ccc(NC(C)=O)cc1S(=O)(=O)N1CCN(C/C=C/c2ccccc2)CC1	-19	5	5	1.1	6	2	0.98
-54	O=C(Nc1ccc2oc(-c3ccccc3F)nc2c1)c1ncn[nH]1	2	-1	-3	1.5	9	3	0.97
6	CN(C)CC/C=C1\c2ccc(F)cc2Sc2cc(F)c(Cl)cc21	-6	0	18	0.94	1	0	1
3	O=C1C(=O)N(c2ccccc2)c2ccccc21	-13	-3	-1	0.97	13	3	0.97
8	Cc1ccc(CS(=O)Cc2ccc(C(=O)N3CCN(C4CCCCC4)CC3)o2)cc1 (stereo not given)	-12	-3	-10	0.92	-5	-2	1
-3	CC(CCc1ccccc1)NCC(O)c1cccc([N+](=O)[O-])c1 (stereo not given)	4	5	1	1	-7	15	0.85
5	O=C(Nc1sc2c(c1-c1nc3ccccc3[nH]1)CCCC2)C1CCCC1	16	-2	1	0.95	2	1	0.99
-4	Cc1sc(NC(=S)NC(=O)c2cccs2)nc1-c1ccc(C(C)C)cc1	9	3	-6	1	-10	18	0.82
-6	O=C(COC(=O)COc1cccc(Br)c1)NCc1ccc2c(c1)OCO2	4	0	-3	1.1	-8	-2	1
13	COc1ccc(NC(=O)CSc2nnc(-c3cnccn3)n2C)cc1OC	2	-5	-7	0.87	3	3	0.97
4	Cc1ccc(Cn2nc(C)c3cc(C(=O)OCC(N)=O)sc32)cc1	-15	-19	-2	0.96	-9	-4	1
10	CCS(=O)(=O)NCCNc1ccc([N+](=O)[O-])cc1	-3	2	1	0.9	-7	13	0.87
2	C#CCOCCOCCOCCNc1nc(N2CCN(C(=O)[C@H](CC(N)=O)n3cc(C(N)[C@@H](C)CC)nn3)CC2)nc(N2CCN(C(=O)[C@H](CCC(=O)O)n3cc([C@@H](N)CCCCN)nn3)CC2)n1 (stereo not given in full)	-6	-2	-11	0.98	1	0	1
-23	N#CCN(C(=O)COC(=O)C1CC2CCCC(C1)C2=O)c1ccccc1 (stereo not given)	-11	0	1	1.2	-2	-7	1.1
-25	CCN(CCCNC(=O)C1CCN(S(=O)(=O)c2c(C)[nH]c(=O)[nH]c2=O)CC1)c1cccc(C)c1	7	-1	-3	1.3	0	-11	1.1
-3	CCOc1cc(NC(=O)c2ccccn2)c(OCC)cc1NC(=O)c1ccc(Cl)cc1	6	-7	-4	1	1	2	0.98
-14	CCc1ccc(NCc2nc(-c3ccccc3)no2)cc1	29	1	6	1.1	0	10	0.9
14	Cc1ccc(S(=O)(=O)N(C)C)cc1NC(=O)CN1CCCC1	-7	5	-1	0.86	0	4	0.96

# (list continues)
hIAP inh	SMILES	PfGluPho inh	A3A deaminase	ATG4B inhibitor	hIAP activ	HKDC1 inhibitor	mIAP block	mIAP activ
9	CC1CC(C)CN(C(=O)COC(=O)CCCN2C(=O)c3cccc4cccc(c34)C2=O)C1 (stereo not given)	26	0	0	0.91	1	8	0.93
-2	Fc1ccc(N=Cc2ccc[nH]2)cc1	-5	-4	1	1	-2	4	0.96
-7	COc1cccc(CN(CC(=O)NC2CCCC2)C(=O)Cn2nnc(-c3cccs3)n2)c1	4	-1	-10	1.1	0	-16	1.2
18	Cc1nc(-c2ccccc2)sc1C(=O)/C=C/N(C)C	4	-5	-10	0.82	-5	0	0.99
